D1 PAM = potentiators of human D1 dopamine receptor; HEK293 TREx D1 cells, calcium flux, dopamine EC20 potentiation; AID 504651; potentiation, % at 10 µM; P21728; 360,000 tested, 0.036% active; in the data active means potentiation above about 30%; further: 0% is about no effect
TRHR PAM = TRH receptor (human) allosteric enhancement | P34981 | TRHR cells, fluo-8 calcium fluorescence, EC20 TRH enhancement | enhancement, % at 2 µM | 360,000 tested, 0.66% active | AID 493056; in the data active means enhancement above about 30%; further: 0% is about no effect
Target sequence (P34981 whole entry, looked up): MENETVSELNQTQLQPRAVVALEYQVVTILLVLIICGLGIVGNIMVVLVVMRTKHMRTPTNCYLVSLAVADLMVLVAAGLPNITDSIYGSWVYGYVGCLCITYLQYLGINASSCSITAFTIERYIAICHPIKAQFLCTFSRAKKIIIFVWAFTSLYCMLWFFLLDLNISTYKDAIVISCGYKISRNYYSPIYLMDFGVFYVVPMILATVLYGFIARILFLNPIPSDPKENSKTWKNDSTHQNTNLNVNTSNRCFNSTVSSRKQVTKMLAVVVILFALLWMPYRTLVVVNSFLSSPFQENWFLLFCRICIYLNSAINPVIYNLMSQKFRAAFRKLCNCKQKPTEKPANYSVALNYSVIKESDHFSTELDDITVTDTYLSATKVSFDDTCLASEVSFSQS
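Enhancer read-out: after compound pinning and an initial kinetic agonist-mode read, an EC20 of TRH (10 nM final) was injected and fluo-8 calcium signal (Ex 480/Em 530) followed at 1 s/cycle for 100 cycles in TRHR-expressing cells.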
D2 potentiator = D2 dopamine receptor (human) potentiation; 340,000 tested, 0.34% active; AID 485347; potentiation, % at 10 µM; HEK293 T-REx D2, calcium flux, EC20 dopamine potentiation;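 active means potentiation over 3 SD above the plate norm, cut at about 30% in these data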; further: 0% is about no effect
Target sequence (P14416 whole entry, looked up): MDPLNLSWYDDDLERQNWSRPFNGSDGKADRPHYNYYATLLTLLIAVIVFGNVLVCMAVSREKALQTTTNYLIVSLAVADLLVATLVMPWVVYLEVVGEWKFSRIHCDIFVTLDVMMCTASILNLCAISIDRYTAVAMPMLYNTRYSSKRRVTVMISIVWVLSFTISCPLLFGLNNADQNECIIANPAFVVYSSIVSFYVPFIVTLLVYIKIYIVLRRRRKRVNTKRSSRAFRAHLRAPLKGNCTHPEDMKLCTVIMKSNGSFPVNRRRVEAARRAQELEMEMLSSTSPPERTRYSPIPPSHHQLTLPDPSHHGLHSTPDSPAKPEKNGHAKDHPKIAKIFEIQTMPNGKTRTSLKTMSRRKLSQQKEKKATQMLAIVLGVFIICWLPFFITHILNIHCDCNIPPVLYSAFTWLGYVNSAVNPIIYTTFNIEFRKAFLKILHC
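Tetracycline-induced HEK293 T-REx cells force-coupled to calcium signalling expressed D2; compounds were pin-added after a 10 s baseline, read kinetically 180 s, then an EC20 dopamine challenge followed with a further 180 s calcium read.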
Apoferritin bind = candidate novel general anesthetic via apoferritin binding | 350,000 tested, 0.074% active | P02791 | Potency, µM (doses to about 77.5 µM), for the others: at the top dose activity change, negative = displacement, most hits filed as inhibitors | apoferritin/1-aminoanthracene competitive binding, fluorescence | AID 485281; further: potency means the concentration at half of the fitted maximal effect; on the % scale 0 is the no-effect control and ±100 the full control effect; nearly all actives have a fitted effect of over 20% in size
Target sequence (P02791 2-175 limits assumed): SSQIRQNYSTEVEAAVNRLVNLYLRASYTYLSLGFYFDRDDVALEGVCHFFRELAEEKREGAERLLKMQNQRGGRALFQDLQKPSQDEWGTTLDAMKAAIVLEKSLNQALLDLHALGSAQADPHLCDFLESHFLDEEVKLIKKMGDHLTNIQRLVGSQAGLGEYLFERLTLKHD
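Steps: apoferritin (10 uM) was premixed with half-saturated 1-AMA in PBS, compounds were pin-transferred, plates stood 10 min at room temperature, fluorescence was read at 380/535 nm, and curves were fitted with a Hill equation.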
D1 ag = human D1 receptor agonism; P21728; HEK293 T-REx D1 cells, calcium flux, agonist mode; activation, % at 2 µM; 360,000 tested, 1% active; AID 504660; in the data active means activation above about 30%; further: 0% is about no effect
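Tetracycline-induced HEK293 TREx D1 cells, force-coupled to calcium signalling, were dye-loaded with a no-wash calcium kit. Compound was pin-added after a 10 s baseline. Fluorescence was read kinetically at 1 cycle/s for 180 s, with calcium rises flagged as agonism.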
TRHR agonist = activates the human TRH receptor. P34981. TRHR cells, calcium flux fluo-8, FDSS agonist mode. activation, % at 2 µM. 360,000 tested, 0.18% active; in the data active means activation above about 30%; further: 0% is about no effect
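Agonist-mode FDSS calcium read (Ex 480/Em 530, 1 s cycles) in 1536-well TRHR cells with fluo-8 dye, after 10-cycle baseline and 23 nL compound addition; TRH at EC20 (10 nM final) added afterwards for the enhancer phase.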
RXFP1 ag = agonists of human relaxin receptor RXFP1. Q9HBX9. HEK293T-RXFP1 cAMP TR-FRET, 30 min; response scale: percent of porcine relaxin response, buffer zero. Potency, µM (doses to about 57.5 µM), without a hit: top-dose activation, most hits filed as activators. 370,000 tested, 0.3% active; further: potency means the concentration at half of the fitted maximal effect; on the % scale 0 is the no-effect control and ±100 the full control effect; nearly all actives have a fitted effect of over 60% in size; many of its hits are not listed in these tables
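Agonist response is measured as cAMP accumulation in an RXFP1-transfected HEK293T line under PDE4 inhibition. Values are scaled between buffer-only and 29 nM porcine relaxin, and EC50s come from standard Hill equation fits.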
RXFP1 antag = blocks the human relaxin receptor RXFP1; HEK293-RXFP1, relaxin-stimulated cAMP HTRF, 30 min; hits give low values; Q9HBX9; 350,000 tested, 0.59% active; activity change, negative = inhibition, % at 57.5 µM;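 active means activity change of -60% or lower, but not beyond a set lower limit; inconclusive means change between -60% and -40%, or beyond the set limit; inactive means change above -40%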; further: on the % scale 0 is the no-effect control and ±100 the full control effect
D1 antagonist = human D1 dopamine receptor antagonism; P21728; HEK293 TREx D1 cells, calcium flux, dopamine EC80; hits give low values; activity change, negative = inhibition, % at 10 µM; 360,000 tested, 3.2% active; AID 504652; in the data active means activity change below about -30%; further: on the % scale 0 is the no-effect control and ±100 the full control effect
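Cells carrying a force-coupled, tetracycline-inducible human D1 receptor report calcium flux. Each well gets a 10 s baseline, compound with 180 s monitoring, then an EC80 dopamine stimulus with a second 180 s kinetic read.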
* = called active by the depositor; ? = inconclusive; . = no result given; & = joins results of further samples. Unless noted, the call rests on the fitted dose curve; in most records, active means well fitted curve in the direction sought with a large enough effect; inconclusive means small, poorly fitted or top-dose-only effect, or another doubt; inactive means no such curve, though single readings can be large; an effect the other way counts as inactive or inconclusive.

Compound	D1 PAM	TRHR PAM	D2 potentiator	Apoferritin bind	D1 ag	TRHR agonist	RXFP1 ag	RXFP1 antag	D1 antagonist
COC(=O)C(C)N(C#N)c1nc(C)nc(C)n1 (stereo not given)	-2	-3	-5	3%	2	1.4	1.6%	5	8
Cc1ccc(N(CC(=O)NCc2ccc(F)cc2)S(=O)(=O)c2c(C)nn(C)c2C)cc1	-7&0	-5&-6	5&-3	-10%&-7%	2&1	0.0&-0.9	0.9%&0.3%	-3	-13&-10
O=C(CN1C(=O)c2cccc3cccc(c23)C1=O)N1CCN(c2ccccn2)CC1	5	4	1	-4%	2	-0.1	1.0%	9	1
CCOC(=O)CNC(=O)C1CCCN(c2ncccn2)C1 (stereo not given)	-1	-6	3	-7%	2	0.0	0.4%	6	14
c1ccc(C2=NCCCN2)cc1	-3	-1	-2	-8%	4	0.4	0.8%	16	12
COc1ccc(-c2cc(C(F)(F)F)nc(SCCC(=O)Nc3cc(C)on3)n2)cc1	-2	-5	-21	-11%	5	1.2	8.7%	9	1
Nc1nc2ncc(C(=O)c3cc(Cl)cc(Cl)c3O)cc2s1	-1	2	-4	-6%	2	-0.1	11%	-17	2
O=C(CSc1nc2ccccc2c(=O)n1CCC(=O)NC1CCCCC1)Nc1ccccc1Cl	-2	3	4	6%	1	0.2	-0.1%	-2	-15
O=C(N/N=C/c1c(F)cccc1Cl)C(=O)N1CCCCCC1	-3	12	-1	?	1	-0.1	-0.1%	3	2
COc1ccc(-c2cc3nc(C)c(CCC(=O)NCCc4ccc(Cl)cc4)c(C)n3n2)c(OC)c1	0	5	-5	-12%	1	0.1	3.5%	.	12
COc1cc(NC(=O)Cn2nc(C(F)(F)F)c(Br)c2C)cc([N+](=O)[O-])c1	-2	-4	9	?	22	-0.1	1.5%	-14	-34*
CCN(CC)C(=O)CSc1nnc(-c2ccc(F)cc2)n1N	2	-4	-3	-8%	3	0.2	3.7%	-13	-2
COc1cccc(NC(=O)C(C)n2c(=O)cc(C(F)(F)F)c3c(C)nn(C)c32)c1 (stereo not given)	-5	-1	-14	-10%	3	-0.1	-1.2%	-13	-8
CCOc1ccc(C(=O)NCC(=O)OCC(=O)N2CCCC2)cc1	-2	-7	-2	-5%	-2	1.0	0.4%	-3	-2
Oc1ccc(C2N=C(c3ccccc3)NC(c3ccccc3)=N2)cc1	2	8	2	-17%	7	-1.0	-0.2%	-11	-1
O=C(COC(=O)C1COc2ccccc2O1)Nc1cccc(S(=O)(=O)N2CCCCC2)c1 (stereo not given)	-7	17	0	?	10	2.3	-0.6%	-7	-17
COc1cc(Cl)c(S(=O)(=O)N2CCN(Cc3ccc4c(c3)OCO4)CC2)cc1Cl	-2	8	.	4%	1	0.2	1.5%	-27	5
CN(CC(=O)Nc1cc([N+](=O)[O-])ccc1Cl)Cc1ccc(Br)cc1	-3	-7	-20	?	2	0.0	-1.0%	0	1
Cc1ccc(Nc2ncc3c(n2)CC(C)CC3=O)c(C)c1 (stereo not given)	8	4	2	-8%	0	-0.2	-3.7%	8	1
CC(NCc1cccs1)c1ccccc1 (stereo not given)	-3	0	-2	-23%	3	0.9	2.4%	-4	-7
COc1ccc(N2C(=O)CS/C2=C\[N+](=O)[O-])cc1	-4	-2	-2	?	5	0.3	-3.2%	8	-5
Cc1ccc2[nH]c(=O)c(C(c3nnnn3C3CCCC3)N3CCCc4ccccc43)cc2c1 (stereo not given)	-1	30	-8	-16%	0	0.6	0.9%	7	-2
Cc1ccc(S(=O)(=O)C(CNC(=O)C(C)C)c2cccs2)cc1 (stereo not given)	-3	7	2	-5%	0	0.0	-2.1%	7	-7
Nc1nc2ccccc2n1CCOc1ccc(Br)cc1	-4	11	13	-7%	11	0.4	-1.0%	-7	8
NC(=O)c1ncc(C(F)(F)F)cc1Oc1ccc(C(F)(F)F)cc1	-4	-3	16	-21%	0	-0.2	7.8%	-4	0
CSc1ccccc1NC(=O)c1ccccc1	-7	7	7	-4%	0	0.1	2.3%	4	-32*
CC(C)N=Cc1c(O)[nH]c2ccccc12	-3	9	-2	-12%	0	-0.1	-0.5%	-4	.
COc1ccc(-c2nc3c(C#N)c[nH]n3c2NC2CCCCC2)c(OC)c1	-2	-4	-4	-9%	6	0.3	-1.1%	-1	0
CCCc1ccc(OCc2ccc(C(=O)N3CCN(c4ccccn4)CC3)o2)c(OC)c1	0	1	14	-9%	4	-1.1	-0.2%	-63*	-1
COc1ccc(/C=C(/NC(=O)c2ccco2)C(=O)N2CCOCC2)cc1	-1	-1	-4	-4%	4	0.9	-0.8%	0	1
CNCC(O)CN(c1ccccc1)c1ccccc1 (stereo not given)	-6	1	-2	-4%	9	19	-0.2%	-16	-10
CCOC(=O)c1cc(-c2ccccc2)n(CC(=O)Nc2ccc(CC)cc2)c1C	-5	4	14	-14%	4	1.2	1.8%	-7	-10

Seven compounds from above, showing only RXFP1 antag and D1 ag:
SMILES	RXFP1 antag	D1 ag
NC(=O)c1ncc(C(F)(F)F)cc1Oc1ccc(C(F)(F)F)cc1	-4	0
CC(C)N=Cc1c(O)[nH]c2ccccc12	-4	0
CSc1ccccc1NC(=O)c1ccccc1	4	0
COc1ccc(/C=C(/NC(=O)c2ccco2)C(=O)N2CCOCC2)cc1	0	4
COc1ccc(-c2nc3c(C#N)c[nH]n3c2NC2CCCCC2)c(OC)c1	-1	6
CNCC(O)CN(c1ccccc1)c1ccccc1 (stereo not given)	-16	9
CCOC(=O)c1cc(-c2ccccc2)n(CC(=O)Nc2ccc(CC)cc2)c1C	-7	4

Later entries.
Compound	D1 PAM	TRHR PAM	D2 potentiator	Apoferritin bind	D1 ag	TRHR agonist	RXFP1 ag	RXFP1 antag	D1 antagonist
CN=c1sc(C(=O)Nc2ccccc2)c(C)n1C	-1	4	6	0%	-1	1.0	-1.4%	-2	-8
CCOC(=O)c1ccc(NC(=O)Cn2nc(C)c3nn(-c4ccc(Cl)cc4)c(C)c3c2=O)cc1	-2	34*	10	2%	7	0.2	8.8%	-32	9
CCOc1ccc(Cl)cc1S(=O)(=O)NC1CCCC1	5	0	5	-10%	4	-1.1	-1.1%	1	-9
CCOc1ccc(CCNC(=O)c2cccc(Nc3nc4ccccc4nc3-n3nc(C)cc3C)c2)cc1OCC	3	-5	-3	5%	0	0.5	1.3%	-13	-2
O=C(c1ccco1)N1CCN(C(=O)c2cnn3c(C(F)(F)F)cc(-c4cccs4)nc23)CC1	2	10	8	14%	3	-1.0	5.4%	9	2
COc1cc(OC)cc(C(=O)NCC(=O)NCC(c2ccco2)N2CCCCC2)c1 (stereo not given)	.	0	-2	.	2	-0.3	-0.7%	-2	8
O=C(CNC(=S)N(Cc1ccccc1)Cc1cccs1)NCc1ccc(F)cc1	-12	1	.	-8%	3	0.4	-3.8%	-39	-5
Cc1ccc2c(c1)nc(SCC(O)c1ccc(Br)cc1)n2C (stereo not given)	3	-6	-3	-3%	2	-1.9	-1.0%	-9	-9
COCC(=O)NCc1ccc2c(c1)cc(C)n2C	0	9	5	-8%	0	1.0	-0.4%	13	10
COC(=O)N=Nc1c(O)[nH]c2ccc(Br)cc12	-2	-2	-4	0%	-1	-0.1	-2.3%	-6	20
COc1ccccc1-n1c(SCC(N)=O)nc2c(c1=O)SCC2	-1	2	5	-7%	2	0.5	0.7%	.	10
N#CCC(=O)Nc1nc(-c2ccc3c(c2)OCCO3)cs1	0	-1	-4	-18%	-1	0.6	-0.7%	-9	.
Cc1ccc(S(=O)(=O)C2(C(=O)N3CCCC(C)C3)CC2)cc1 (stereo not given)	-10	8	.	-8%	1	-2.1	1.4%	6	5
CN1CCN(c2ccc(-c3ccc4ccccc4n3)cc2)CC1	-7	0	4	-3%	7	1.3	9.9%	-18	.
COc1cc(C(=O)O)ccc1Cl	4	-1	-12	-5%	3	-0.4	0.0%	-4	-4
CC(C)S(=O)(=O)N1CCN(c2ccnc3cc(Cl)ccc23)CC1	-1	-3	-2	-11%	9	-0.4	26%	-17	5

The last 5 records of the section before are carried over, then new ones follow.
Compound	D1 PAM	TRHR PAM	D2 potentiator	Apoferritin bind	D1 ag	TRHR agonist	RXFP1 ag	RXFP1 antag	D1 antagonist
N#CCC(=O)Nc1nc(-c2ccc3c(c2)OCCO3)cs1	0	-1	-4	-18%	-1	0.6	-0.7%	-9	.
Cc1ccc(S(=O)(=O)C2(C(=O)N3CCCC(C)C3)CC2)cc1 (stereo not given)	-10	8	.	-8%	1	-2.1	1.4%	6	5
CN1CCN(c2ccc(-c3ccc4ccccc4n3)cc2)CC1	-7	0	4	-3%	7	1.3	9.9%	-18	.
COc1cc(C(=O)O)ccc1Cl	4	-1	-12	-5%	3	-0.4	0.0%	-4	-4
CC(C)S(=O)(=O)N1CCN(c2ccnc3cc(Cl)ccc23)CC1	-1	-3	-2	-11%	9	-0.4	26%	-17	5
O=C(CNC(=O)c1cccs1)NCC(=O)OCc1ccc(F)cc1	-4	3	35*	-4%	5	-1.3	0.3%	2	2
Cc1cccc(-c2nc(SCC(=O)Nc3cccc(C(F)(F)F)c3)n3[nH]c(=O)cc3n2)c1	-1	2	.	4%	2	0.0	0.0%	.	-13
Cc1cccn2c(=O)c3cc(C(=O)N4CC(C)CC(C)C4)sc3nc12 (stereo not given)	-1	5	38*	-10%	1	0.1	4.0%	-18	14
O=S1(=O)CCO[C@H]2Cc3ccccc3[C@H]2N1Cc1ccccc1	0	-3	4	-13%	0	-1.5	0.2%	.	-8
COc1ccc(NC(=S)NNS(=O)(=O)c2ccc3ccccc3c2)c(OC)c1	3	-3	-4	-4%	1	0.3	-2.2%	3	-4
CCOc1cc(NCCN2CCOCC2)c([N+](=O)[O-])cc1OCC	0	0	6	2%	1	-1.5	-1.4%	-22	8
Cn1c(O)c(N=Nc2ccccc2)c2ccccc21	-1	6	-1	9%	22	-1.1	-0.1%	0	-3

Screening data as filed in PubChem.

This is a subset. The share of hits here may be higher or lower than overall.
